Ecoli viability – bacterial growth inhibition, counter-screen for AddAB inhibitors | inhibition, % at 11.9 µM | E. coli V3065 growth, OD600 absorbance, 18 h | hit rate 0.27% among 330,000;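 active means inhibition above the campaign's mean inhibition across all tested compounds plus 3 SD, cut at about 9.9% in these data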;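 further: uninfected addAB+ strain grown without phage in ampicillin broth; 0% = DMSO wells and 100% = ciprofloxacin 0.95 µg/ml wells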
Tat transport – inhibitors of E. coli Tat protein transport; hit rate 0.036% among 340,000; inhibition, % at 10 µM; E. coli MC4100 TorA-mCherry Tat export, fluorescence;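 active means mean replicate inhibition at least 50% and at least half of replicates individually reaching 50%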;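 further: exported cargo escapes ClpAP degradation while cytoplasmic cargo is degraded and loses fluorescence; 0% = median of neutral control wells and 100% = median of NaSCN control wells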
OPRM1-OPRD1 ag – OPRM1-OPRD1 heterodimerization agonism | P35372+P41143 | cells, luminescence | activation, % at 9.3 µM | hit rate 0.3% among 340,000 | AID 504326; in the data active means activation above about 18%;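 further: 0% = vehicle-treated cells and 100% = reference agonist; values of inactives mirror those of a sister screen read the other way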
Target sequence (P35372 whole entry, looked up): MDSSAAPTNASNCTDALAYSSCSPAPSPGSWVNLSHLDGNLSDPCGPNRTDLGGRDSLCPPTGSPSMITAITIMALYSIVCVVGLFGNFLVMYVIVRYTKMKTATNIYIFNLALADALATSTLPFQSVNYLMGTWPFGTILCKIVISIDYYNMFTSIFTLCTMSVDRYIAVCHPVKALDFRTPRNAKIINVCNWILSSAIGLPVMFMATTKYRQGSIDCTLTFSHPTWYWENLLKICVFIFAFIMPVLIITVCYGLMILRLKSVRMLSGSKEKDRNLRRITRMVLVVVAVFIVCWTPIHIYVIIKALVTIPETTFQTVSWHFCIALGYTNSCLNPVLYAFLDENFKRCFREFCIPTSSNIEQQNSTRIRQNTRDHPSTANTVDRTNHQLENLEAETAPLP
Target sequence (P41143 whole entry, looked up): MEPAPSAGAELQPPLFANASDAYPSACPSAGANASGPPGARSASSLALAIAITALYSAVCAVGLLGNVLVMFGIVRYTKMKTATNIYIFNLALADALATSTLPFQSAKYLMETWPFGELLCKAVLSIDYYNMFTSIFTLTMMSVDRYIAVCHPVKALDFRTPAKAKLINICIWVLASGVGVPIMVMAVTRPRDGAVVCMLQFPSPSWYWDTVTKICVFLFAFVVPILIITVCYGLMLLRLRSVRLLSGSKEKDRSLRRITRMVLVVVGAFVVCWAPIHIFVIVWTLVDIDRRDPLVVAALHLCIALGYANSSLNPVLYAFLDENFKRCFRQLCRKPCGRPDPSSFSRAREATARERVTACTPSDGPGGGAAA
SUMO Mot1 rescue – blocks SUMOylation pathway, rescuing yeast Mot1-301 growth | hit rate 1% among 320,000 | growth rescue, % at 18.8 µM | S. cerevisiae Mot1-301 growth rescue, ATP luminescence, 38.5C; percent above DMSO median, 100 means doubled;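 active means every valid replicate shows activation above 250% relative to neutral control wells; inactive means the rest, any valid replicate at or below 250%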;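 further: OY570 slx delta 5 strain wells were the positive control but not used for scaling; some compounds called inactive have numbers as strong as hits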
MOR-DOR inv ag – mu-delta opioid heterodimer inverse agonism; cell-based MOR-DOR heterodimer luminescence; hit rate 0.21% among 340,000; P35372+P41143; inhibition, % at 9.3 µM; in the data active means inhibition above about 22%, passing the limit was not always enough;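 further: 0% = cells with DMSO and 100% = wells without cells with DMSO; values of inactives mirror those of a sister screen read the other way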
phage Ecoli inh – E. coli growth loss with phage present; growth absorbance; inhibition, % at 11.9 µM; hit rate 0.26% among 360,000; AID 651602; in the data active means inhibition above about 11%
PfHsp90 set2 – growth inhibition of yeast expressing Plasmodium Hsp90; S. cerevisiae expressing PfHsp90, BacTiter-Glo ATP, 48 h; yeast lacking PDR1 and PDR3 efflux regulators; inhibition, % at 9.4 µM; hit rate 0.32% among 310,000; AID 504621;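 active means every replicate shows inhibition above about 80%, whatever the replicate mean, limit read from the data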;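 further: 0% = DMSO neutral controls and 100% = 20 µM radicicol positive controls; yeast relying on Plasmodium falciparum Hsp90 in place of its own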
Arr AP2 block – inhibitors of human beta-arrestin and AP2 interaction; FITC-arrestin peptide / GST-AP2 beads, flow cytometry; AP2 beta2 appendage carries R879A mutation; inhibition, % at 10 µM; hit rate 0.31% among 340,000; AID 504490;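 active means inhibition above a set limit, near 3 SD of compounds lacking own fluorescence, cut at about 54% in these data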;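 further: plate controls were DMSO wells for no effect and 5 µM unlabelled arrestin peptide for full effect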
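System: GST-AP2 R879A glutathione beads. Medium: PBS with 0.05% Tween 20 and 0.1% BSA. Also added: FITC-arrestin peptide, 50 nM. Incubation: 12 min plus 1 h, RT. Measured by: high-throughput flow cytometry of beads, ex 488, em 535 nm. Evaluation: percent drop in bead-associated FITC signal.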
PKA-R1A activ – activates the PKA-R1A holoenzyme complex | P00514+P68181 | PKA-R1A dissociation, Cy5-IP20 fluorescence polarization; scaled: DMSO 0%, 113 µM cGMP 100% | activation, % at 11.4 µM | hit rate 0.083% among 340,000;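 active means percent activation above the mean of all tested compounds plus 3 SD, cut at about 19% in these data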;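 further: higher means more PKAc released from R1A so a rise in polarization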
AddAB inh – less growth of phage-infected E. coli with AddAB; E. coli expressing H. pylori AddAB, absorbance growth; inhibition, % at 11.9 µM; hit rate 0.29% among 330,000; AID 435030; in the data active means inhibition above about 12%;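 further: 0% = vehicle wells of infected cells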
DSG3 Ab inh – blocks pemphigus antibody binding to human desmoglein-3 | P32926 | binding (percent of control), % at 10 µM | AID 588358 | DSG3-coupled beads, scFv-anti-DSG3-GFP binding, flow cytometry; active compounds read low | hit rate 0.48% among 310,000;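 active means binding more than 3 SD below its plate's average and above zero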;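 further: hits lower antibody fragment binding to DSG3; some compounds called inactive have numbers as strong as hits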
Numbers without * were called inactive; · = not tested or not shown. Compounds were not picked by outcome, and some 2.8% of all compounds hit somewhere here.

nr	structure	Ecoli viability	Tat transport	OPRM1-OPRD1 ag	SUMO Mot1 rescue	MOR-DOR inv ag	phage Ecoli inh	PfHsp90 set2	Arr AP2 block	PKA-R1A activ	AddAB inh	DSG3 Ab inh
1	Cc1cc2nc(-c3ccccc3)cc(=O)n2[nH]1	2.0	-1.0	-3.2	-6.1	16.4	1.0	13.2	9.1	-0.6	1.7	115.0
2	COc1ccc(CN2C(=O)c3cccnc3C2=O)cc1S(=O)(=O)N1CCOc2ccc(Cl)cc21	-1.0	1.2	0.1	52.2	-0.4	2.0	-6.7	25.5	0.3	3.4	·
3	CCOc1c(CNCCCSc2nc(C)cc(C)n2)cccc1OC	0.2	0.0	-2.5	22.2	12.0	-1.3	-9.3	-3.3	6.4	3.9	107.7
4	O=C(O)c1ccc(N2C(=O)CC(N3C(=O)/C(=C/c4ccc(Cl)cc4)SC3=S)C2=O)cc1 (stereo unspecified)	5.0	0.9	-0.8	-3.9	4.2	1.4	-1.1	-13.1	-3.1	2.0	89.3
5	Cc1sc(NC(=O)CN2CCCC2)nc1-c1ccc2c(c1)CCN2C(=O)c1ccc(F)cc1	-1.8	-1.1	1.5	16.7	-12.2	-1.0	-3.1	-9.1	-1.1	-3.1	118.9
6	CN(C)S(=O)(=O)Nc1cccc(-c2cn3c(n2)SCC3)c1	1.2	-3.0	-2.8	34.9	14.4	2.1	-10.4	-6.1	-16.0	2.6	93.2
7	NC(=O)C1(N2CCCCC2)CCN(C(=O)c2cccs2)CC1	0.4	-3.8	-2.7	15.5	15.9	-0.1	7.8	12.8	-1.6	2.2	98.2
8	Cc1ccc(C)c(OCC(O)CN2CCC(C)CC2)c1C (stereo unspecified)	-3.0	-0.9	-3.3	6.9	14.1	0.9	8.2	7.1	-6.5	2.4	100.7
9	COc1ccc(CCNC(=O)c2cccs2)cc1	-0.7	-2.0	-4.3	-5.9	20.7	-0.2	10.2	27.6	-1.4	5.3	115.9
10	Cc1sc2nc(C3CC3)nc(SCC(=O)N3CC(=O)Nc4ccccc43)c2c1C	0.7	-3.2	-1.2	0.8	6.8	2.7	-55.5	2.1	-0.9	0.2	96.4
11	COc1ccc(-c2noc(CCCC(=O)NC3CCCCC3)n2)cc1	-0.3	-0.7	-0.4	1.9	2.3	2.0	14.8	-24.7	7.1	1.4	96.3
12	O=C(CSc1nnc(NC(=O)C2CC2)s1)Nc1cccc(F)c1	0.7	-9.8	-1.4	-13.4	7.4	3.2	-8.6	34.1	-7.4	2.5	112.8
13	CCSc1nc(-c2ccc(OC)cc2)ccc1C#N	-2.6	9.9	2.5	6.8	-15.6	0.6	9.1	33.3	1.0	0.0	·
14	CCn1c(COc2cccc(OC)c2)nnc1SCC(=O)N1CCOCC1	-1.9	2.0	-2.4	-9.1	12.3	3.6	22.7	7.7	-1.4	-0.6	101.2
15	Cc1ccc(C(=O)Oc2oc(-c3ccccc3)nc2C=Nc2ccc(N(C)C)cc2)cc1	1.6	0.0	-1.1	-0.1	5.8	2.5	4.5	·	-2.7	5.0	106.4
16	O=C(Nc1cc(Cl)cc(Cl)c1)C1CCCC1	1.2	8.0	3.8	-10.9	-18.6	3.6	1.1	-18.5	-9.6	2.7	119.7
17	COc1ccccc1CCNC(=O)C1CCCO1 (stereo unspecified)	0.1	-6.9	0.2	-1.2	-1.2	1.6	·	3.4	-2.8	2.2	102.0
18	COc1cc(CN2CCC(n3nccc3NC(=O)CCCc3ccccc3)CC2)ccc1F	0.2	-2.9	2.3	-4.2	-12.3	-0.8	6.5	18.6	0.4	1.1	97.7
19	CC(C)(C)c1ccc(OCC(=O)N/N=C/c2ccc(N3CCOCC3)cc2)cc1	1.4	0.5	3.9	·	-20.7	0.9	-15.9	7.6	-13.1	0.4	104.2
20	Cc1[nH]n(-c2ccccc2)c(=S)c1C=NCCCN=Cc1c(C)[nH]n(-c2ccccc2)c1=S	0.7	-5.0	-2.7	-8.7	13.7	3.0	-41.2	3.0	7.0	1.1	99.8
21	CC(=O)c1cc(CN2CCC(N3CCC(C(=O)N4CCCC4)CC3)CC2)cs1	-1.9	-0.7	0.7	6.2	-3.4	1.1	-15.3	-12.2	3.3	4.8	95.7
22	Cc1nnc(NC(=O)c2ccc3ccccc3c2)o1	-7.9	-4.0	-0.4	·	2.6	-6.7	-36.4	25.5	1.6	-3.0	94.5
23	CC(=O)c1ccc(NC(=O)COC(=O)Cn2cnc3ccccc32)cc1	-0.2	3.5	-3.7	77.1	14.7	1.8	-15.0	-5.2	-14.6	-0.8	100.5
24	O=S(=O)(c1ccc(Cl)cc1)N1CCN(C2CCN(Cc3ccccc3)CC2)CC1	2.3	-1.5	0.5	·	-3.1	1.6	-0.6	18.5	-3.0	3.5	·
25	Cc1ccc(OCc2cc(C(=O)NC3CCCCC3)no2)cn1	2.4	-0.9	2.3	·	-11.9	5.1	-4.9	23.6	-1.6	6.0	99.1
26	CCOC(=O)c1nn(-c2ccccc2)c2nnc(Cc3ccc(C)cc3)c(=O)n12	0.9	-3.7	-2.6	-1.5	13.9	3.7	6.3	-4.1	7.0	2.3	112.5
27	Cc1ccc(S(=O)(=O)N2CCCC2C(=O)OCc2nc3ccccc3s2)cc1 (stereo unspecified)	2.1	0.6	-2.9	-15.8	15.6	-1.1	-14.0	-1.2	-11.7	2.6	101.4
28	CCc1ccc(N(C(=O)c2snc(C(N)=O)c2N)C(C(=O)NC2CCCC2)c2ccncc2)cc1 (stereo unspecified)	-0.1	-1.5	0.6	-16.6	-4.6	0.1	-13.8	-0.2	4.5	0.3	94.6
29	C#CCOCCOCCOCCNc1nc(N2CCN(C(=O)[C@H](CCCCN)n3cc([C@@H](N)C(C)CC)nn3)CC2)nc(N2CCN(C(=O)[C@H](Cc3ccc(O)cc3)n3cc([C@@H](N)CC(C)C)nn3)CC2)n1 (stereo partly specified)	-7.0	14.2	-2.7	-13.8	15.7	3.3	19.3	4.0	9.1	-1.6	112.2
30	OC(CN1CCN(c2ccc(C(F)(F)F)cn2)CC1)c1ccccc1 (stereo unspecified)	0.7	-6.8	1.8	334.3	-10.3	·	4.3	-0.5	-1.3	5.1	94.6
31	O=C(NCCS(=O)(=O)N1CCN(c2cccc(Cl)c2)CC1)C1CCCC1	0.2	-3.1	-0.9	-0.9	6.1	2.7	·	6.7	0.2	-1.0	108.5
32	CNC(=S)NNC(=O)c1cc(-c2cccnc2)nc2ccccc12	0.5	-9.9	-3.7	-21.8	25.2	2.6	54.8	-12.9	-4.6	0.9	103.3
33	CCN1CCc2c(sc(NC(=S)NC(=O)c3ccccc3)c2C#N)C1	-5.1	-5.2	-1.9	-12.0	11.0	3.7	8.4	11.4	-0.5	0.4	114.2
34	CCOc1ccc(-n2c(=S)sc3c(=O)n(-c4ccc(F)cc4)c(SCC(=O)O)nc32)cc1	-4.6	-2.5	0.5	70.3	-2.3	-1.3	-16.9	1.2	-7.5	0.2	113.4
35	CCOC(=O)C1=C(CNCCc2ccc(Cl)cc2)NC(=O)NC1c1cccc([N+](=O)[O-])c1 (stereo unspecified)	-0.8	0.6	7.0	12.9	-37.5	-0.5	-13.6	9.0	0.7	-2.8	79.4
36	CC1CCCC(C)N1/N=C/c1cccc([N+](=O)[O-])c1 (stereo unspecified)	0.5	-9.4	3.2	-11.1	-15.3	-1.9	-1.0	1.1	-2.9	3.3	97.4
37	COc1ccc(OCC(=O)OC(C)CN2CCOCC2)cc1 (stereo unspecified)	-1.9	-8.5	0.2	170.4	-1.2	0.8	-2.2	4.9	5.9	-0.1	99.2
38	COc1ccc(CNC(=O)CN(C(=O)c2csnn2)c2ccccc2F)cc1	0.1	-5.0	-1.3	50.0	8.3	-0.6	0.2	19.5	0.4	2.5	101.4
39	CC(=O)N(c1ccc2oc(=O)sc2c1)S(=O)(=O)c1ccc(C(=O)O)cc1	0.1	13.1	0.9	-0.4	-6.4	-1.8	-6.5	24.1	1.3	2.2	·
40	Cc1ccc(NC(=S)N2CCC(N(C)CC3CCCO3)CC2)cc1C (stereo unspecified)	0.5	-4.0	-3.7	24.0	18.6	0.9	19.7	-2.5	-3.2	2.5	95.2
41	CCOc1ccc(NC(=O)COc2ccc(S(=O)(=O)N3CCOCC3)cc2)cc1	1.8	3.2	-1.2	-9.6	6.2	1.9	·	11.3	6.4	-1.0	90.6
42	Cc1cc(NC(=O)c2cc(-c3ccncc3)nc3c(C)cccc23)no1	0.1	12.0	0.7	-9.2	-3.3	1.8	·	3.3	3.4	1.9	115.8
43	CCCCN1C(=O)C(NC(=O)c2cccnc2)(C(F)(F)F)C2=C1CC(C)(C)CC2=O (stereo unspecified)	2.6	1.1	-0.1	-14.8	0.5	1.1	-13.8	-4.3	-4.3	5.7	103.1
44	CN(C)c1ncc(S(=O)(=O)c2ccc(Cl)cc2)c(-c2ccccc2)n1	-3.2	6.2	5.2	-7.2	-26.3	2.3	-2.2	10.5	-7.8	-0.9	·

High-throughput results as filed in PubChem.
